Assay outcomes: PubChem, several laboratories
NR2E3 ag-1 = activates human photoreceptor nuclear receptor NR2E3; Q9Y5X4; GST-NR2E3/biotin-RetCOR TR-FRET, 1536-well; inhibition of corepressor binding, % at 4.78 µM; actives 0.12% (n = 320,000); AID 2300;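 active = percent inhibition above the cutoff of mean plus 3 SD of all tested compounds, set per screening campaign, cut at about 20% in these data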;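 also: 0% = DMSO wells and 100% = biotin wells as full block of FRET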
Target sequence (Q9Y5X4 whole entry, looked up): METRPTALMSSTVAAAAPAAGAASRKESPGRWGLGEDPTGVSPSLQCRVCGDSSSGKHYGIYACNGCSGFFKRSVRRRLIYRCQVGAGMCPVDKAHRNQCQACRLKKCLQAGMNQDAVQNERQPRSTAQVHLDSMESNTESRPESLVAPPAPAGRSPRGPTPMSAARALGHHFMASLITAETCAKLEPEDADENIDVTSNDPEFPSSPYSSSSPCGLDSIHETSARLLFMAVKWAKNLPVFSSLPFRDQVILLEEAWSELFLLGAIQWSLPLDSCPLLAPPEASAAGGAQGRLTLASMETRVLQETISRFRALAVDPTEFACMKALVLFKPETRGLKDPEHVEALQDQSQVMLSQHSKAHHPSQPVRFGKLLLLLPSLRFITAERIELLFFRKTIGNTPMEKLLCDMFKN
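Assay system: NR2E3–RetCOR corepressor complex. Quantity: 1.35 nM GST-NR2E3. Buffer or medium: pH 7.5 Tris-based buffer. Reagent: biotinylated RetCOR corepressor at 7 nM final. Schedule: 5 h at 4 °C. Detection: TR-FRET, emission read at 617 and 671 nm. Replicates: one well per compound, singlicate testing.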
HIF-2a inh = blocks HIF-2a reporter activity | 786-0 RCC cells HIF-2a reporter, luciferase luminescence, overnight | inhibition, % at 18.8 µM | actives 0.72% (n = 360,000) | AID 624352;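 active = inhibition of the luminescence signal of 40% or more relative to plate controls, in a single-dose primary screen at 18.75 µM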
KKLEB cytotox = CF airway cell cytotoxicity counter-screen | AID 602141 | KKLEB CF airway cells viability, ATPlite luminescence, overnight; active compounds read low; cells stimulated with P. aeruginosa culture filtrate | activity change (cytotoxicity), % at 5 µM | actives 0.36% (n = 360,000);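 active = corrected activity change at or below -50% at 5 µM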
CF NFkB block = cystic fibrosis NF-kB activation inhibition; AID 588850; inhibition, % at 5 µM; KKLEB NF-kB-GFP reporter, PAF-induced, GFP fluorescence overnight; actives 0.86% (n = 360,000);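 active = at least 50% inhibition at 5 µM, scaled per plate between neutral and stimulator controls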;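 also: PAF is a Pseudomonas aeruginosa culture filtrate used as stimulus; plate controls were PAF-stimulated DMSO wells for no effect and unstimulated DMSO wells for full effect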
NR2E3 ag-2 = human photoreceptor-specific nuclear receptor agonism; AID 602229; inhibition of corepressor binding, % at 3.98 µM; CHO-S Gal4-NCOR/VP16-NR2E3 two-hybrid, luciferase; actives 0.35% (n = 360,000); Q9Y5X4;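 active = inhibition above the mean of all tested compounds plus 3 SD, cut at about 70% in these data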;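 also: 0% = DMSO with NR2E3 transfected cells and 100% = cells lacking NR2E3 construct; higher means lower luciferase signal from less NR2E3 corepressor binding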
TROY signal inh = TROY signaling inhibition | Q293 LMP1-TROYcd NF-kB luciferase reporter, 4 h | inhibition, % at 10 µM | actives 0.98% (n = 360,000) | AID 1347056;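 active = compounds whose plate-normalised and pattern-corrected inhibition of the luciferase reporter signal at the single screening dose is 50% or more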
TRAIL sens C8 = caspase-8 TRAIL sensitization. NB7+C8 cells + TRAIL, ATPlite viability luminescence. inhibition (viability loss, TRAIL sensitization), % at 10 µM. actives 1% (n = 360,000). AID 624354;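 active = compounds causing at least 50% loss of cell viability in the single-dose screen, relative to plate controls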
TWEAK-Fn14 inh = blocks TWEAK-Fn14 interaction in a reporter cell assay | TWEAK-stimulated Fn14 reporter cells, luciferase luminescence, 8 h | inhibition, % at 10 µM | actives 2% (n = 360,000); in the data active = inhibition above about 50%
Shn3 3UTR inh = inhibitors of Schnurri-3 3'UTR reporter in osteoblasts | actives 0.52% (n = 360,000) | inhibition, % at 12.5 µM | Clone20 osteoblast Shn3 3'UTR firefly luciferase, 24 h;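 active = mean inhibition of at least 75% with every replicate also reaching 75%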;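 also: 0% = median of neutral control wells and 100% = pilot-screen positive control compound; some compounds past the cut are filed as inactive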
MITF TRPM1 inh = inhibitors of MITF-driven TRPM1 promoter in melanoma cells; SK-MEL-5 TRPM1 promoter luciferase, 24 h; inhibition, % at 12.5 µM; actives 0.83% (n = 330,000); AID 488899;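 active = mean inhibition across replicates of 60% or more, whatever share of single replicates reaches that level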; also: values of inactives mirror those of a sister screen read the other way
Peg3 prom inh = Peg3 promoter activity inhibition | HeLa PEG-Prom luciferase reporter, luminescence, overnight | inhibition, % at 20 µM | actives 1.7% (n = 360,000) | AID 588405;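 active = inhibition of at least 50% at 20 µM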
The depositor's hits bear a star; / = no result given.

SMILES | NR2E3 ag-1 | HIF-2a inh | KKLEB cytotox | CF NFkB block | NR2E3 ag-2 | TROY signal inh | TRAIL sens C8 | TWEAK-Fn14 inh | Shn3 3UTR inh | MITF TRPM1 inh | Peg3 prom inh
COC(=O)C1=C(C)N(c2ccc(C)c(C)c2)/C(=C/c2ccc(O)cc2)C1=O | -2 | 22 | -6 | 16 | 12 | 0 | -5 | 0 | -51 | 8 | 11
Cc1c(-c2ccccc2)n(O)[n+]([O-])c1-c1ccccc1 | / | -28 | 10 | -29 | -2 | -48 | 12 | 3 | -7 | / | -22
Cc1cc(=O)[nH]c(SCC(=O)O)c1C#N | -1 | 12 | 7 | -6 | -37 | -6 | 36 | 11 | -3 | -3 | 0
CN(C)CCNC(=O)c1c(CSc2ccc(Cl)cc2)noc1C(=O)NCc1ccccc1 | 1 | 15 | -4 | -3 | 11 | -7 | 12 | -15 | -21 | -7 | 4
CN(C)c1ccc(C(C(=O)NCc2ccccc2)N(Cc2ccco2)C(=O)c2snc(C(N)=O)c2N)cc1 (stereo not drawn) | 3 | -1 | -42 | 99* | 45 | -2 | 32 | 27 | 14 | 15 | 61*
CCn1c(CNc2ccc(C)cc2)nnc1SCC(N)=O | -1 | 20 | 6 | -1 | -1 | -21 | 11 | 5 | -10 | -3 | 12
CC(C)n1c(NCCc2ccccc2)nc2c1c(=O)n(C)c(=O)n2C | -2 | 22 | -5 | 30 | 33 | -12 | 14 | 41 | 79 | -14 | 5
COC(=O)c1noc(-c2ccc(C)cc2)n1 | -1 | 1 | 6 | 3 | -2 | -4 | -12 | -1 | -19 | 9 | 15
Cc1cc(C(=O)Nc2cc(C)on2)on1 | 1 | -7 | -14 | -6 | -10 | -17 | -5 | 4 | -48 | / | -5
CCc1nc2ccccc2n1CC(=O)N1CCN(Cc2ccccc2)CC1 | 7 | 13 | 4 | -24 | -2 | -2 | 14 | 8 | 7 | 1 | 7
N#Cc1c(/N=C/C=C/c2ccccc2)sc2c1CCCC2 | -2 | -53 | 10 | -9 | -7 | 3 | -2 | -3 | -11 | -29 | -160
CCOc1ccc(S(=O)(=O)N2CCCC(C(=O)NCc3cccnc3)C2)cc1Cl (stereo not drawn) | 3 | 0 | 7 | -12 | 8 | 10 | 4 | 17 | 15 | 5 | 14
Cc1cccc(-c2nnc(-c3ccc(N)cc3)o2)c1 | -1 | -109 | -2 | -13 | -135 | -39 | 38 | 17 | -65 | -42 | -307
CC(C)c1cc(NC(=O)c2ccccc2)cc(C(C)C)c1O | 4 | 10 | -2 | 22 | -1 | -4 | 0 | -11 | 23 | -1 | 21
CCOC(=O)C1(C)CCN1C(=O)c1cccc(C(F)(F)F)c1 (stereo not drawn) | / | -5 | -5 | 2 | -2 | -8 | -12 | 14 | 2 | / | 7
COc1cc(/C=C/C(=O)O)cc(S(=O)(=O)Nc2ccccc2Cl)c1OC | -4 | 10 | 7 | 7 | 13 | -21 | -2 | 7 | -20 | 5 | 6
CC(=O)Nc1ccc(/C=N/NC(=O)c2cccc(S(=O)(=O)N3CCOCC3)c2)cc1 | 1 | 5 | 6 | -23 | 5 | 13 | -13 | 14 | -34 | -5 | -4
Cc1ccc(NC(=S)NCc2ccccc2)cc1C | 2 | -95 | 8 | 1 | -2 | -44 | -22 | -14 | 1 | -22 | -26
O=C(COC(=O)CSc1ccc2ccccc2c1)NC1CC1 | 0 | 11 | 6 | -10 | 6 | 12 | 5 | -6 | -44 | -5 | 16
CN(CC(=O)NC(=O)NC1CCCCC1)c1ccccc1 | 4 | 1 | -8 | 4 | -15 | 6 | 2 | -2 | -11 | -1 | 6
COC(=O)C1CCN(Cc2c(C(=O)N3C[C@@H](C)O[C@@H](C)C3)nc3ccc(Cl)cn23)CC1 | 0 | 11 | 12 | 0 | 11 | -17 | -15 | 5 | -1 | 3 | 6
COc1ccc(N(CC(=O)Nc2ccccc2OC)S(=O)(=O)c2ccc(NC(C)=O)cc2)cc1 | -3 | 17 | -12 | 11 | -23 | 10 | 20 | 9 | 15 | 14 | 31
COCCn1c(C)cc(C(=O)COc2ncnc3ccc(Br)cc23)c1C | -2 | -6 | -4 | -18 | 14 | -16 | -3 | 22 | -5 | -1 | 0
O=C(C1=C[C@H](c2ccccc2)C[C@H](OCc2ccc(CO)cc2)O1)N1CCOCC1 | 1 | 6 | -15 | 13 | 3 | 0 | 7 | -23 | -5 | -5 | -6
COc1ccc(CCNC(=O)c2cccs2)cc1OC | 1 | 2 | 0 | -6 | -9 | -4 | 10 | 3 | -56 | 2 | -4

For convenience, some entries already given.
SMILES | NR2E3 ag-1 | HIF-2a inh | KKLEB cytotox | CF NFkB block | NR2E3 ag-2 | TROY signal inh | TRAIL sens C8 | TWEAK-Fn14 inh | Shn3 3UTR inh | MITF TRPM1 inh | Peg3 prom inh
CN(C)c1ccc(C(C(=O)NCc2ccccc2)N(Cc2ccco2)C(=O)c2snc(C(N)=O)c2N)cc1 (stereo not drawn) | 3 | -1 | -42 | 99* | 45 | -2 | 32 | 27 | 14 | 15 | 61*
CCn1c(CNc2ccc(C)cc2)nnc1SCC(N)=O | -1 | 20 | 6 | -1 | -1 | -21 | 11 | 5 | -10 | -3 | 12
CC(C)n1c(NCCc2ccccc2)nc2c1c(=O)n(C)c(=O)n2C | -2 | 22 | -5 | 30 | 33 | -12 | 14 | 41 | 79 | -14 | 5
COC(=O)c1noc(-c2ccc(C)cc2)n1 | -1 | 1 | 6 | 3 | -2 | -4 | -12 | -1 | -19 | 9 | 15
Cc1cc(C(=O)Nc2cc(C)on2)on1 | 1 | -7 | -14 | -6 | -10 | -17 | -5 | 4 | -48 | / | -5
CCc1nc2ccccc2n1CC(=O)N1CCN(Cc2ccccc2)CC1 | 7 | 13 | 4 | -24 | -2 | -2 | 14 | 8 | 7 | 1 | 7
N#Cc1c(/N=C/C=C/c2ccccc2)sc2c1CCCC2 | -2 | -53 | 10 | -9 | -7 | 3 | -2 | -3 | -11 | -29 | -160
CCOc1ccc(S(=O)(=O)N2CCCC(C(=O)NCc3cccnc3)C2)cc1Cl (stereo not drawn) | 3 | 0 | 7 | -12 | 8 | 10 | 4 | 17 | 15 | 5 | 14
Cc1cccc(-c2nnc(-c3ccc(N)cc3)o2)c1 | -1 | -109 | -2 | -13 | -135 | -39 | 38 | 17 | -65 | -42 | -307
CC(C)c1cc(NC(=O)c2ccccc2)cc(C(C)C)c1O | 4 | 10 | -2 | 22 | -1 | -4 | 0 | -11 | 23 | -1 | 21
CCOC(=O)C1(C)CCN1C(=O)c1cccc(C(F)(F)F)c1 (stereo not drawn) | / | -5 | -5 | 2 | -2 | -8 | -12 | 14 | 2 | / | 7
COc1cc(/C=C/C(=O)O)cc(S(=O)(=O)Nc2ccccc2Cl)c1OC | -4 | 10 | 7 | 7 | 13 | -21 | -2 | 7 | -20 | 5 | 6

Next section.
SMILES | NR2E3 ag-1 | HIF-2a inh | KKLEB cytotox | CF NFkB block | NR2E3 ag-2 | TROY signal inh | TRAIL sens C8 | TWEAK-Fn14 inh | Shn3 3UTR inh | MITF TRPM1 inh | Peg3 prom inh
O=C(COC(=O)c1ccncc1)c1ccccc1 | 1 | 12 | 4 | -2 | -18 | -19 | -20 | -4 | -10 | -8 | 3
CCOC(=O)N1CCN(C(=O)C2CCN(S(=O)(=O)c3ccc(C)cc3)CC2)CC1 | -3 | 10 | -8 | 8 | 14 | 5 | 4 | 1 | -18 | 5 | 13
COc1ccccc1Cc1c(-c2ccc(Cl)cc2)nc2ccc(Br)cn12 | / | -204 | -4 | 7 | 0 | -5 | 35 | -6 | -6 | / | -95
CC(=O)C1=C(C)NC2(O)c3ccccc3C(=O)C12O (stereo not drawn) | 1 | 12 | 22 | -29 | 5 | 10 | -2 | 28 | -13 | 6 | 21
CC(C)c1c(O)nc(SCc2ccc(F)cc2)[nH]c1=O | 3 | 14 | 14 | 5 | 1 | 17 | 6 | 1 | -1 | -2 | -30
Cc1ccc(NC(=O)COC(=O)CNC(=O)c2ccc(Br)cc2)c(C)c1 | 5 | 10 | 10 | -20 | 2 | -3 | -1 | -5 | 16 | 10 | 6
CCOC(=O)C1=C(c2ccccc2)Nc2ncnn2C1c1cccc(O)c1 (stereo not drawn) | -2 | 17 | 12 | -11 | -9 | -17 | 5 | -6 | / | 4 | 3
O=C(CN1CCN(C(=O)c2ccco2)CC1)NCc1ccc(Cl)cc1 | 1 | 9 | 0 | -25 | 1 | -4 | -13 | 6 | 16 | -14 | 12
CCCCn1c(N)c(N(CC(C)C)C(=O)c2ccc(OC)c(S(=O)(=O)N3CCOCC3)c2)c(=O)[nH]c1=O | / | 6 | 4 | -9 | -24 | 2 | 6 | 16 | 5 | -2 | -4
Cc1ccc(S(=O)(=O)N/N=C/c2ccccc2O)cc1 | -2 | 15 | -5 | 0 | -13 | -11 | 0 | -8 | 8 | -10 | -2
CC(C)CC1Nc2ccc(C(=O)NCCCN3CCCCC3C)cc2NC1=O (stereo not drawn) | 1 | 10 | -10 | 23 | 2 | -1 | -7 | 5 | -8 | 2 | -2
CS(=O)(=O)c1ccc(NC(=O)c2ccc3c(c2)S(=O)(=O)N=C2CCCCCN23)cc1 | 0 | 7 | 0 | -22 | 16 | 15 | -17 | -6 | -23 | 11 | 16
CCc1noc(C)c1C(=O)N1CCCSC1=Nc1ccccc1 | 4 | 13 | -11 | 15 | 2 | -28 | 2 | 3 | 55 | -8 | 8
NNc1ccc([N+](=O)[O-])c2[nH][nH]c(=O)c12 | / | 16 | -15 | 7 | -2 | -4 | 7 | 11 | 42 | / | 8
CN1CCN(c2ccc(S(=O)(=O)N3CCCCC3)cc2NC(=O)COc2ccc([N+](=O)[O-])cc2)CC1 | 5 | -7 | 10 | -19 | -30 | 3 | 7 | -10 | -6 | -6 | -32
CCOc1ccc(C(=O)COC(=O)c2cc(=O)[nH]c3ccccc23)cc1 | 1 | -70 | 2 | 0 | 8 | -26 | -3 | -1 | -3 | -2 | -75
C=C(C)C(=O)Nc1ccc(NC(C)C)cc1 | 3 | -14 | -2 | -1 | -18 | -23 | -20 | -10 | -7 | 6 | -9
Cc1sc(N2C(=O)C3C(C2=O)[C@H]2C=C[C@@H]3C2)c(C#N)c1C (stereo partly drawn) | 0 | 19 | -4 | 6 | -15 | 7 | -12 | 9 | 2 | 5 | 9
O=[N+]([O-])c1ccc(N/N=C/c2c[nH]c3ccccc23)cc1 | 2 | -473 | 0 | -62 | -38 | -41 | 27 | 17 | 11 | -57 | -152
COc1ccccc1/C=C/CN1CCC(n2nccc2NC(=O)CCc2ccccc2)CC1 | -4 | 7 | -4 | -8 | 65 | 14 | 25 | -6 | 86* | 2 | 15

A portion of the library, so the mix of outcomes need not match the whole.
